Screens: PubChem, Sanford-Burnham Center for Chemical Genomics
SENP7 inh – SENP7 protease inhibitors, primary screen, biochemical, luminescence, uHTS; Sentrin-specific protease 7 (Homo sapiens), Q9BQF6; recombinant SENP7, Z-RLRGG-aminoluciferin luminescence, 40 min; inhibition, % at 5 µM; 330,000 compounds, 1.5% hits; AID 434973, 2010;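 active means inhibition above about 50% at the single test dose, limit read from the data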;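 further: plate controls were DMSO with enzyme for no effect and no enzyme buffer wells for full effect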
Target sequence (Q9BQF6 706-1050 limits assumed): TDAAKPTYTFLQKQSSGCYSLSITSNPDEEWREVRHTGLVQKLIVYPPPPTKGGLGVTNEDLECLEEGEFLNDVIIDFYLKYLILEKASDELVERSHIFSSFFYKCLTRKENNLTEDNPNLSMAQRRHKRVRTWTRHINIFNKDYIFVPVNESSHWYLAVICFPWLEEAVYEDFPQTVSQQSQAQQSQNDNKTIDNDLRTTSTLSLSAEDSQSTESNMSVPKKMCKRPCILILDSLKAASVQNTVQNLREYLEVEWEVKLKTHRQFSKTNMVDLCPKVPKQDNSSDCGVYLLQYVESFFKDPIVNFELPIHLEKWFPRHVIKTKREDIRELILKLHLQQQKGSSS
SENP8 block-1 – SENP8 protease inhibitors, primary screen, biochemical, luminescence | purified SENP8, Z-RLRGG-aminoluciferin cleavage | inhibition, % at 10 µM | 330,000 compounds, 1.2% hits | AID 2540, 2010; in the data active means inhibition above about 50%
Apaf1 inhib – inhibitors of human Apaf-1 apoptosome, primary screen, biochemical, DEVD-Rh110 fluorescence, uHTS; reconstituted apoptosome caspase-3 activity; AID 489030, 2010; inhibition, % at 20 µM; 330,000 compounds, 0.71% hits; active means inhibition of at least 40% at 20 µM;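 further: plate controls were DMSO wells for no effect and DEVD-CHO caspase inhibitor wells for full effect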
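Medium: Hepes buffer, pH 7.5 / System: biochemical Apaf-1 apoptosome reconstitution / Measured by: Rh110 fluorescence, excitation 480 nm, emission 540 nm / Times: compound with Apaf-1, dATP, procaspase-3 30 min, then 50 min reaction, room temperature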
UBC13 inh – UBC13 polyubiquitin chain formation inhibitors, primary screen, biochemical, TR-FRET, uHTS; Ubiquitin-conjugating enzyme E2 N (Homo sapiens), P61088; inhibition, % at 20 µM; 330,000 compounds, 0.47% hits; in the data active means inhibition above about 45%, passing the limit was not always enough
Target sequence (P61088 whole entry, looked up): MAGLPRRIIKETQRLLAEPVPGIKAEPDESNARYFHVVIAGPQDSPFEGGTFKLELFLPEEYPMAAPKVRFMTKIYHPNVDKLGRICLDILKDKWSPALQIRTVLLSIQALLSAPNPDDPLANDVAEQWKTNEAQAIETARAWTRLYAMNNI
SENP6 block – SENP6 protease inhibitors, primary screen, biochemical, luminescence, uHTS | Sentrin-specific protease 6 (Homo sapiens), Q9GZR1 | Recombinant SENP6 catalytic domain, aminoluciferin luminescence | inhibition, % at 10 µM | 330,000 compounds, 1.8% hits;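 active means inhibition above about 50% at the single tested dose, limit read from the data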;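 further: plate controls were DMSO wells with enzyme for no effect and DMSO wells lacking enzyme for full effect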
SENP8 block-2 – human SENP8 protease inhibitors, primary screen, biochemical, fluorescence, Nedd8 protein substrate, uHTS | Sentrin-specific protease 8 (Homo sapiens), Q96LD8 | recombinant SENP8 | inhibition, % at 20 µM | 360,000 compounds, 0.64% hits | AID 602440, 2012; in the data active means inhibition mostly above about 40%, no sharp cut-off; inactive means mostly below about 27%
SENP1 inh – human SENP1 catalytic domain inhibitors, primary screen, biochemical, FRET, uHTS; AID 624204, 2012; Sentrin-specific protease 1 (Homo sapiens), Q9P0U3; recombinant SENP1 catalytic domain, CyPet-SUMO1-YPet FRET cleavage; inhibition, % at 10 µM; 360,000 compounds, 0.21% hits;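 active means inhibition at least 30% at 10 µM, raw YFP signal under a set limit, fluorescence ratio 0.5 to 1.5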;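 further: 0% = enzyme with DMSO and 100% = no enzyme wells; some results filed as inactive read as strong as hits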
Target sequence (Q9P0U3 419-644 limits assumed): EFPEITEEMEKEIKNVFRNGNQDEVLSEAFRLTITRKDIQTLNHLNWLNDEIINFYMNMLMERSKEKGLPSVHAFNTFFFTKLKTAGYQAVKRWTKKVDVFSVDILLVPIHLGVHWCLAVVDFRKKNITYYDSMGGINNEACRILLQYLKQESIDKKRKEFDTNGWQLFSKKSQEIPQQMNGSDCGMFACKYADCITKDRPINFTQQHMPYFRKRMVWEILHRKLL
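Test system: recombinant human SENP1 catalytic domain, His6-tagged / Medium: pH 8 Tris buffer with EDTA, NaCl, BME, BSA, NP40, catalase / Also added: SUMO1 FRET substrate flanked by Cypet and Ypet, 25 nM / Times: 50 min reaction at room temperature / Signal: FRET, CFP and YFP emission / Control set: no-enzyme low control and enzyme-plus-DMSO high control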
APOBEC3G inh – APOBEC3G DNA deaminase inhibitors, primary screen, biochemical, fluorescence, single-stranded DNA substrate, uHTS | AID 493012, 2011 | 330,000 compounds, 0.28% hits | DNA dC->dU-editing enzyme APOBEC-3G (Homo sapiens), Q9HC16 | recombinant A3G, ssDNA deamination FAM/TAMRA fluorescence | inhibition, % at 20 µM;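 active means inhibition of at least 40% at 20 µM, with no more than 30% in the related APOBEC3A deaminase screen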;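 further: plate controls were DMSO wells with A3G for no effect and wells lacking A3G enzyme for full effect; some compounds called inactive have numbers as strong as hits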
* marks the source's active call; other numbers are inactive results; . = no result given.

| cpd | molecule | SENP7 inh | SENP8 block-1 | Apaf1 inhib | UBC13 inh | SENP6 block | SENP8 block-2 | SENP1 inh | APOBEC3G inh |
| --- | --- | --- | --- | --- | --- | --- | --- | --- | --- |
| 1 | CCOC(=O)c1cc(-c2ccccc2)nc2ccc(C)cc12 | 0 | -11 | 32 | 54* | -6 | -430 | 2 | -4 |
| 2 | CC(Sc1nnc(C2CC2)n1C1CC1)C(=O)Nc1cccc(S(=O)(=O)N2CCOCC2)c1 (stereo unspecified) | 2 | 4 | -2 | 1 | 8 | -6 | 1 | 0 |
| 3 | Cc1ccc(C(=O)N(NC2=NS(=O)(=O)c3ccccc32)S(=O)(=O)c2ccc(C)cc2)cc1 | 0 | 3 | -4 | -22 | 2 | 13 | 4 | -1 |
| 4 | O=C(O)CCNS(=O)(=O)c1ccc2c(c1)Cc1ccccc1-2 | 6 | 6 | -9 | -3 | -10 | 8 | 1 | -5 |
| 5 | COCCSc1ccccc1C(=O)NCCCn1ccnc1 | 5 | 2 | -15 | -4 | -2 | 13 | -1 | 5 |
| 6 | CC(C)C1CC(CCN)(Cc2ccccc2)CCO1 (stereo unspecified) | 7 | -1 | 4 | 8 | -2 | 4 | 0 | 0 |
| 7 | CC(C)c1ccc(NC(=O)C2CCCN(S(=O)(=O)c3cccnc3)C2)cc1 (stereo unspecified) | 5 | -6 | 12 | -3 | 3 | 17 | 0 | 6 |
| 8 | Cc1ccc(C(=O)C2=C(O)C(=O)N(Cc3ccco3)C2c2cccc(Br)c2)o1 (stereo unspecified) | 11 | -3 | 5 | -21 | 0 | -18 | 0 | -5 |
| 9 | CCOc1ccc(NC(=O)CSc2nnc(Cn3cnc4ccccc43)n2C)cc1 | 1 | -1 | -13 | 7 | -1 | 12 | 2 | -6 |
| 10 | COc1ccc(S(=O)(=O)N2CCCC(C(=O)NCc3ccco3)C2)cc1OC (stereo unspecified) | -12 | -11 | 6 | 0 | 6 | 22 | 2 | -4 |
| 11 | CC(C)n1c(SCC(=O)Nc2nncs2)nnc1-c1ccco1 | 12 | -6 | 1 | -4 | -5 | . | . | 23 |
| 12 | CCOC(=O)C1CCN(C(=O)C2CCN(S(=O)(=O)CC)CC2)CC1 | 0 | -3 | -16 | -2 | -10 | 7 | 1 | -3 |
| 13 | O=C(CNC(=O)N1CC(=O)Nc2ccccc21)NCc1cccc(Cl)c1 | 4 | 2 | 0 | 5 | 0 | 11 | -2 | -3 |
| 14 | CC(=O)c1ccc(NC(=O)Nc2ccc([N+](=O)[O-])cc2C)cc1 | -6 | -7 | -2 | 20 | -9 | 16 | 1 | -7 |
| 15 | CCC1=C(OC(=O)N(CC)CC)N2C(=O)OC(=NCCc3c[nH]c4ccccc34)[C@]2(C)[C@H]2C1=CC[C@H]1C(=O)N(C)C(=O)[C@H]12 | 2 | -3 | 13 | 5 | -9 | 3 | 2 | -2 |
| 16 | CN(C)/C=C1/Sc2ccccc2C1=O | 1 | -2 | 4 | -12 | -9 | -154 | -157 | -1 |
| 17 | O=C(c1ccccc1-c1nc(-c2ccc(F)cc2)no1)N1CCCC1 | 0 | 12 | 8 | 1 | -6 | 13 | 0 | -7 |
| 18 | COC(=O)c1ccc(NC(=S)NC(=O)C2CCC2)cc1 | -12 | -6 | -17 | -1 | -13 | 8 | 3 | -2 |
| 19 | Fc1ccc(Cn2nnnc2C(c2cccs2)N2CCCCCC2)cc1 (stereo unspecified) | 8 | 9 | 11 | -3 | -8 | 12 | -3 | 2 |
| 20 | CC(NC(=O)c1ccccc1F)C(=O)O (stereo unspecified) | -9 | -2 | 0 | -11 | -4 | 19 | -3 | -7 |
| 21 | FC(F)(F)c1cc(-c2cccs2)nc(-n2cc(Br)cn2)n1 | 0 | -1 | 21 | -4 | -9 | -322 | -8 | 8 |
| 22 | CCNC(=O)c1c(O)c2ccccc2[nH]c1=O | 0 | -1 | -5 | 8 | -10 | -288 | -40 | 0 |
| 23 | O=C(NCC(F)(F)F)c1nn(Cc2ccccc2)c(=O)c2ccccc12 | 7 | -7 | 7 | 8 | -9 | 10 | 2 | -2 |
| 24 | COc1ccc(CCNC(=O)CCNS(=O)(=O)c2ccc3c(c2)CCN3C(C)=O)cc1OC | 5 | 6 | -4 | -2 | -6 | 8 | 2 | -1 |
| 25 | C[C@H]1COC(=O)[C@@H](Cc2ccc(F)cc2)C/C=C\C[C@H](CC(=O)N(CCO)Cc2ccccc2)C(=O)N1 | 5 | 9 | 4 | 6 | 14 | 7 | 1 | -8 |
| 26 | Cc1cccc(C)c1NC(=O)CSc1nnc(-c2cccnc2)o1 | 5 | 1 | 1 | -2 | 14 | 14 | 4 | -8 |
| 27 | COc1ccccc1C1=CC(=O)C[C@H](c2ccc(Cl)cc2)C1 | 4 | -1 | 30 | 10 | 7 | -17 | 0 | 1 |
| 28 | Cc1cc(C)c2cc(CN(CCO)Cc3nnnn3Cc3ccccc3)c(=O)[nH]c2c1 | -7 | -6 | 14 | -1 | -3 | -99 | -6 | -7 |
| 29 | CCc1ccccc1Nc1nc(-c2cccnc2)cs1 | 18 | -10 | 13 | 1 | 9 | 13 | 0 | -3 |
| 30 | COc1ccccc1/C=C/C(=O)NCC(=O)N=Nc1c(O)[nH]c2ccccc12 | 2 | 11 | 0 | -28 | 13 | 16 | 3 | -3 |
| 31 | Cc1cc(C)n(-c2ncnc3sc(C)c(C)c23)n1 | -13 | -11 | 9 | 0 | -8 | -128 | 3 | -1 |
| 32 | C/C(N)=C(/C#N)C(=O)COC(=O)CC12CC3CC(CC(C3)C1)C2 | 6 | -1 | 19 | -2 | -4 | 3 | -2 | 0 |
| 33 | Cc1ccc(C)c(/C=N/n2cc(-c3ccccc3)[nH]c2=S)c1 | 11 | 7 | 17 | 8 | 15 | -8 | -1 | -4 |
| 34 | Cc1nc(-c2ccccc2)nn1-c1ccc([N+](=O)[O-])cc1 | 2 | 0 | -18 | 0 | -9 | -14 | -3 | -3 |
| 35 | COc1ccc(NC(=S)N/N=C2\CC(C)(C)Oc3ccc(O)cc32)cc1 | 3 | 8 | 5 | 11 | 5 | -318 | -4 | -2 |
| 36 | CCOC(=O)CNC(=O)CSc1nnc(-c2c[nH]c3ccccc23)n1CC | -1 | -2 | 0 | 5 | -4 | 4 | 0 | -3 |
| 37 | Cc1ccc(-c2csc(NC(=S)NC(=O)/C=C/c3ccco3)n2)cc1 | -6 | -6 | 12 | -16 | -4 | 23 | 0 | -4 |
| 38 | Cc1ccc(OCc2ccccc2C)c([N+](=O)[O-])n1 | 9 | 0 | 7 | -7 | 18 | 2 | 0 | 8 |
| 39 | CC(C)c1ccc2oc(=O)cc(CN3CCOCC3)c2c1 | 9 | 10 | 9 | -9 | 16 | 3 | -1 | 9 |
| 40 | O=C(c1cc(Cl)c(=O)n(Cc2ccc(Cl)cc2)c1)N1CCOCC1 | -13 | -6 | 1 | -10 | 2 | 6 | -1 | -7 |
| 41 | O=C(O)Cn1c(SCCOc2ccccc2)nc2ccccc21 | -11 | -9 | -2 | -17 | -2 | 14 | 3 | -5 |
| 42 | N#Cc1nc(-c2cccs2)oc1NCCc1ccccc1 | -7 | -7 | 15 | 8 | -15 | -414 | -3 | 1 |
| 43 | O=C(CCc1c[nH]c2ccccc12)NCCOc1ccccc1 | 7 | -2 | 8 | -4 | -2 | 6 | -2 | -4 |
| 44 | Cn1c(=O)c2sccc2n2c(CCCC(=O)NCc3ccc(F)cc3)nnc12 | -3 | -3 | 2 | -7 | 10 | -1 | 1 | -3 |
| 45 | O=c1cc(Cn2nnc(-c3ccc(Cl)cc3)n2)nc2sccn12 | 1 | -4 | 11 | 11 | -20 | -49 | 0 | -5 |
| 46 | COc1ccc(-n2c(SCC(=O)Nc3ncc(Cl)cc3Cl)nc3ccccc32)cc1 | -4 | 4 | 12 | -5 | 3 | . | . | -8 |
| 47 | O=C(O)c1cccc(NC(=O)c2ccc(CN3C(=O)c4ccccc4C3=O)cc2)c1 | 17 | 4 | -10 | -12 | 47 | 10 | 2 | -4 |
| 48 | O=C(NC1CCN(C(=O)Nc2cccc(Cl)c2)CC1)C1CCCCC1 | -11 | -11 | 1 | -1 | -8 | 13 | 0 | -14 |
| 49 | COc1cccc(NC(=O)CN(C)S(=O)(=O)c2ccc(C)cc2)c1 | -3 | 7 | -6 | 5 | -12 | 7 | 0 | 0 |
| 50 | CC(=O)c1ccc(S(=O)(=O)N(C)CCCC(=O)N2CCN(c3ncccn3)CC2)cc1 | -2 | 3 | -9 | 17 | -13 | -19 | 1 | -6 |
| 51 | CS(=O)(=O)NCCNC(=O)c1cc(OCC(F)(F)F)ccc1OCC(F)(F)F | 10 | 2 | -2 | 0 | 0 | 8 | 0 | -2 |
| 52 | CCOc1ccc(N2C(=O)CSC23CCCCC3)cc1 | -3 | -3 | 17 | -9 | 2 | 16 | -1 | -9 |
| 53 | CC(=O)N1C=CN(C(C)=O)C(c2cn(C)c3ccccc23)C1c1cn(C)c2ccccc12 (stereo unspecified) | 10 | -7 | 12 | 0 | -11 | 18 | 3 | -5 |
| 54 | COCCN(CCOC)C(=S)Nc1ccccc1 | 5 | 0 | 0 | 5 | -5 | 0 | 2 | -4 |
| 55 | CCN(CC)CC(=O)N1c2ccccc2Sc2ccc(Cl)cc21 | -10 | -4 | 1 | -8 | -26 | 2 | 1 | -12 |
